Screening data deposited in PubChem by National Center for Advancing Translational Sciences (NCATS).
AmpC detergent: blocks E. coli AmpC beta-lactamase in detergent assay; P00811; AmpC hydrolysis of nitrocefin, absorbance 480 nm, 0.01% Triton; Potency, µM (top dose mostly 114 µM), for the others: top-dose activity change, negative = inhibition, usual class: inhibitors; 370,000 compounds, 0.041% hits; AID 485294;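 note: potency is the fitted concentration of half-maximal effect; 0% = no-compound wells and -100% = no-enzyme wells; nearly all actives have a fitted effect of over 25% in size; some results filed as inactive show a strong effect at the top dose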
Target sequence (P00811 whole entry, looked up): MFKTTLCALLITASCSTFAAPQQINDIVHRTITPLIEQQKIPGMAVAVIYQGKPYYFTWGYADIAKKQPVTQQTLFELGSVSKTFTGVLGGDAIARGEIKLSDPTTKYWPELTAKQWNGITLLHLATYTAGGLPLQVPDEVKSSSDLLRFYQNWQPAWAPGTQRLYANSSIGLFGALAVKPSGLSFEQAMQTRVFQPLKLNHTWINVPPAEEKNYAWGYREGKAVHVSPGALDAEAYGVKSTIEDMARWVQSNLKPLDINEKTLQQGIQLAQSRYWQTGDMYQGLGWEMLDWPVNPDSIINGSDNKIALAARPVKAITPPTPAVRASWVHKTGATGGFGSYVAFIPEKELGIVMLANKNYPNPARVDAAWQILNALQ
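AmpC (5.3 nM in the dispensed reagent) in 20 mM phosphate pH 7.0 with 0.01% (detergent screen) or 0.0001% Triton X-100 was preincubated with compounds for 15 min at room temperature. Nitrocefin was then added from an 800 uM solution, and hydrolysis was followed at 480 nm.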
TbPYK inhibitor: inhibitors of Trypanosoma brucei pyruvate kinase; Q57TT1; TbPYK enzyme, Kinase-Glo Plus ATP luminescence, 45 min; Potency, µM (titrated, usually from 76.8 µM), inactives show at the top dose activity, negative = inhibition, actives largely listed as inhibitors; 410,000 compounds, 0.12% hits; note: potency is the fitted concentration of half-maximal effect; nearly all actives have a fitted effect of over 50% in size
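In this concentration-response screen, enzyme-free wells defined baseline while DMSO plates tracked drift. Each reaction combined TbPYK, substrate, compound and 130 uM ADP for 45 min at room temperature. Kinase-Glo Plus luminescence gave the signal.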
AMA1 RON2 block: disrupts binding of P. falciparum AMA1 to RON2 | Potency, µM (series often up to 58.2 µM), without a hit: at the top dose activity change, negative = inhibition, most hits filed as inhibitors | 360,000 compounds, 0.2% hits | AlphaScreen AMA1-biotinylated RON2 peptide binding | AID 720542;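 note: potency is the fitted concentration of half-maximal effect; 0% = vehicle wells and -100% = peptide control; nearly all actives have a fitted effect of over 45% in size; some results filed as inactive show a strong effect at the top dose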
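AMA1 (3D7) with his tag at 25 nM final met compounds first, then biotinylated RON2 peptide at 25 nM; detection used donor plus acceptor beads, 10 µg/mL apiece, read by AlphaScreen after 30 min at room temperature.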
HCMV inh: inhibitors of human cytomegalovirus; 410,000 compounds, 4.5% hits; activity change, negative = inhibition, % at 57.5 µM; HFF cells, HCMV-luciferase reporter, 72 h; hits give low values; in the data active = activity change below about -60%; inconclusive = no clear call, values can overlap the other calls; inactive = above about -39%
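Compounds were evaluated in HFFs infected with an HCMV luciferase reporter virus (MOI 1 PFU/cell). Luciferase in lysates collected 72 h post infection served as the replication measure.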
LmPK inhibitor: blocks Leishmania mexicana pyruvate kinase activity; Potency, µM (series often up to 57.5 µM), inactives show at the top dose activity change, negative = inhibition, usual class: inhibitors; 290,000 compounds, 0.37% hits; purified LmPK, Kinase-Glo ATP luminescence, 1 h; note: potency is the fitted concentration of half-maximal effect
Target sequence (Q27686 whole entry, looked up): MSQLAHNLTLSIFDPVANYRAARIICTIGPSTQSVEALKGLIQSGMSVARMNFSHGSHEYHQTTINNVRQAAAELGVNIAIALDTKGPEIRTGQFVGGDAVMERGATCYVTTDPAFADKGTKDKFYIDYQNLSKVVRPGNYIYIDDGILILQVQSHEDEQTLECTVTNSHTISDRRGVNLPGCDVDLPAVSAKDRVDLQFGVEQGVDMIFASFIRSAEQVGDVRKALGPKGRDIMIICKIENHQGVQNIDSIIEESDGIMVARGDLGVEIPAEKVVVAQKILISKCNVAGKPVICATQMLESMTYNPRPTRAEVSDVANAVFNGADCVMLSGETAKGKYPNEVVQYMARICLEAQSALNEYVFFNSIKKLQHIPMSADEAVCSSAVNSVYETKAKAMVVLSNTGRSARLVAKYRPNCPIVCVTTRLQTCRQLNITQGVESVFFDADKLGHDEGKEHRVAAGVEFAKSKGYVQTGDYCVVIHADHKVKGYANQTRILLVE
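qHTS format; LmPK 0.1 nM; substrates PEP 0.5 mM and ADP 0.1 mM. One-hour room-temperature incubation, then coupled luciferase luminescence; 0.5 nM enzyme wells mark activation.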
HCV inh: HCV inhibition. Potency, µM (series often up to 41.8 µM), inactives show at the top dose activity change, negative = inhibition, hits mostly inhibitors. AID 651820. Huh7.5.1 HCVcc-Cre infection, luciferase reporter, 44 h. 340,000 compounds, 3.4% hits; note: potency is the fitted concentration of half-maximal effect
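Luciferase read-out (15 sec integration) after a 15 min room-temperature substrate step quantifies HCVcc-Cre infection. Cells, 1,000 per well, had compound added 4 h post-plating, then virus at ~0.5 moi, and were cultured 44 h.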
AmpC inh no detg: AmpC beta-lactamase inhibition without detergent | Potency, µM (doses to about 57.1 µM), inactives show top-dose activity change, negative = inhibition, actives largely listed as inhibitors | P00811 | AmpC nitrocefin hydrolysis, absorbance 480 nm, 0.0001% Triton | 330,000 compounds, 0.52% hits;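 note: potency is the fitted concentration of half-maximal effect; plate controls were no compound for no effect and no enzyme for full effect; nearly all actives have a fitted effect of over 20% in size; some results filed as inactive show a strong effect at the top dose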
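AmpC (5.3 nM in the dispensed reagent) in 20 mM phosphate pH 7.0 with 0.01% (detergent screen) or 0.0001% Triton X-100 was preincubated with compounds for 15 min at room temperature. Nitrocefin was then added from an 800 uM solution, and hydrolysis was followed at 480 nm.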
Active calls of the source: *; ? = inconclusive; . = not tested or not shown; & = joins results of further samples; [ ] = remark or other dose. Unless noted, calls come from the whole dose curve; as a rule, active = well fitted curve in the direction sought with a large enough effect; inconclusive = small, poorly fitted or top-dose-only effect, or another doubt; inactive = no such curve, though single readings can be large; an effect the other way counts as inactive or inconclusive. Unless noted, % is set by controls: 0 for no effect and ±100 for the full control effect.

Values run as follows: AmpC detergent	TbPYK inhibitor	AMA1 RON2 block	HCMV inh	LmPK inhibitor	HCV inh	AmpC inh no detg
1) O=C(CSc1ccccn1)N/N=C/c1cccc([N+](=O)[O-])c1
→ ?	-1%	23%	-25	2%	?	-48%
2) NS(=O)(=O)c1ccc(NC(=O)CCn2c(=O)oc3ccccc32)cc1
→ 0%	2%	.	15	.	.	.
3) COc1ccc(NC(=O)COC(=O)c2cc(SC)ccc2Cl)c(OC)c1
→ -7%	5%	6%	1	3%	3%	-41%
4) Cc1ccc2[nH]c3c(c2c1)CN(C(=O)CN1c2ccc(F)cc2CCC1C)CC3 (stereo not drawn)
→ ?	-8%	-23%	7	1%	?	17%
5) Cc1cc(C)n2nc(/C(C#N)=C/c3ccccn3)c(C#N)c2n1
→ ?	-1%	5%	7	7%	-23%	-6%
6) CCCCSCCCNC(=O)Nc1ccc(CC)cc1
→ 7%	-2%	?	-2	-7%	9%	-16%
7) COc1cccc(OC(=O)c2ccccc2)c1OC(=O)c1ccccc1
→ .	-7%	-20%	20	.	-20%	.
8) O=C(Cn1ncn2c(cc3ccccc32)c1=O)NCc1ccc(F)cc1
→ 7%	3%	.	-6	.	.	.
9) CCNC(=O)C1(C)CCN1CCC(=O)c1ccc(C)cc1 (stereo not drawn)
→ .	3%	-1%	14	.	.	.
10) CN(c1ccc(C(=O)N2CCN(Cc3ccccc3)CC2)cc1)S(=O)(=O)c1ccccc1
→ -17%	8%	4%	?	-7%	?	151%[activator]
11) Cc1nn(-c2ccccc2)c(Cl)c1/C=C1\SC(=S)N(CCCCCC(=O)O)C1=O
→ 2%	2%	-10%	0	8%	13%	0%
12) O=C(COC(=O)c1ccccn1)Nc1cccc(Cl)c1
→ 2%	-7%	8%	-13	5%	8%	-9%
13) CCS(=O)(=O)c1ccc2c(c1)NC(=O)C(CCO)O2 (stereo not drawn)
→ 0%	-2%	2%	-21	1%	10%	-11%
14) O=C(Oc1ccc(Cl)cc1)c1cc(-c2ccc3c(c2)OCCO3)on1
→ 10%	3%	.	6	.	.	.
15) CCOC(=O)C1CCN(C/C=C/c2ccccc2[N+](=O)[O-])CC1
→ -9%	0%	-30%	-9	3%	18%	-2%
16) Cc1cc(-n2c(C)cc(C(=O)CSc3nnnn3-c3ccc(Cl)cc3)c2C)no1
→ ?	5%	3%	?	6%	?	-30%
17) CCCN1CCN(C(=O)c2ccc3[nH]c(C)c(C)c3c2)CC1
→ .	-11%	-5%	-1	.	.	.
18) CC1(c2nnnn2-c2ccc3c(c2)OCCO3)CCC(=O)N1Cc1cccnc1 (stereo not drawn)
→ .	-6%	-3%	-4	.	.	.
19) CCCS(=O)(=O)c1nc(S(=O)(=O)c2ccc(C)cc2)c(NCCCN(C)C)s1
→ 1%	1%	7%	-36	-2%	-3%	31%
20) Cc1ccc(NC(=O)C2CC(=O)n3ncnc3N2)cc1 (stereo not drawn)
→ -1%	-1%	-8%	45	-2%	-3%	4%
21) Clc1ccccc1-c1nnc2sc(C3COc4ccccc4O3)nn12 (stereo not drawn)
→ -5%	-14%	48%[activator]	74	2%	0%&-12%	-21%
22) O=C(C1CCN(S(=O)(=O)c2cccs2)CC1)N1CCCC(C(F)(F)F)C1 (stereo not drawn)
→ -7%	-8%	9%	-98*	-4%	18%	16%
23) COC(=O)c1cc2sc(Cl)cc2n1Cc1c(C)cc(C)cc1C
→ 23%	0%	.	13	.	.	.
24) Cc1ccnc(NS(=O)(=O)c2ccc(NC(=O)/C=C/c3cccs3)cc2)n1
→ 4%	4%	8%	-7	2%	19%	-42%
25) Cc1cc(C(=O)Nc2ccccc2)oc(=O)c1
→ -9%	0%	9%	50	-9%	-2%	-11%
26) CN(CCOc1ccccc1)C(=O)c1cc(S(=O)(=O)N2CCOCC2)c(Cl)cc1Cl
→ .	-1%	16%	-24	.	.	.
27) CCN1CCN(C(=O)CS(=O)Cc2nc(-c3cccc(C)c3)oc2C)CC1 (stereo not drawn)
→ -10%	3%	-5%	-25	-2%	1%	17%
28) COc1cccc(CC(NC(C)=O)C(=O)NC2CCN(C(=O)C3CCCCC3)CC2)c1OC (stereo not drawn)
→ ?	-2%	4%	-8	-5%	35%[activator]	30%
29) CCN(c1ccccc1)S(=O)(=O)c1cc(OC)ccc1OC
→ ?	-5%	-2%	-6	13%	-5%	-21%
30) CCc1cccc(C)c1NC(=O)CSc1nnc(-c2cc3cc(Br)ccc3o2)n1CC
→ ?	0%	-9%	?	4%	?	-20%
31) C=Cc1ccc(COc2ccc3oc(-c4ccccc4)c(C(=O)OCC)c3c2)cc1
→ 10%	1%	.	17	.	.	.
32) C/C(CC(=O)Nc1ccc2c(c1)OCO2)=N\NC(=O)c1ccccc1N
→ -3%	-1%	46%[activator]	86	0%	-10%	8%
33) Cc1ccccc1CC1SC(N=C(N)N)=NC1=O (stereo not drawn)
→ -9%	6%	19%	22	2%	8%	-12%
34) O=C1c2ccccc2C(c2nc3ccccc3[nH]2)N1Cc1ccco1 (stereo not drawn)
→ .	-1%	10%	-1	.	.	.
35) O=C(Nc1ccn(Cc2ccccc2)n1)c1cccc(Cn2cc([N+](=O)[O-])cn2)c1
→ -13%	-6%	4%	-17	-2%	-21%	-35%
36) O=C(c1ccccc1F)N1CCN(c2ccc([N+](=O)[O-])cc2-n2cccc2)CC1
→ -3%	0%	-19%	-19	3%	-23%	13%
37) Cc1cc([N+](=O)[O-])c(NCCCCCCO)c([N+](=O)[O-])c1
→ .	-2%	-10%	-26	.	11%	.
38) Cc1ccc(N/C(=C\C(=O)c2ccccc2)C(=O)O)cc1
→ -1%	-17%	31%[activator]	81	0%	12%	-45%
39) COc1ccc2c(c1)cc(C(O)c1ccccn1)n2S(=O)(=O)c1ccccc1 (stereo not drawn)
→ -10%	1%	44%[activator]	-2	-3%	22%	-9%
40) O=C1CN(C(=O)c2cc(F)cc(F)c2)c2ccccc2N1
→ -3%	4%	2%	11	1%	-13%	-7%
41) C=CCn1c(=NC(=O)c2ccccc2[N+](=O)[O-])sc2cc(S(C)(=O)=O)ccc21
→ -12%	-7%	-3%	0	1%	-7%	-7%
42) CCCCn1c(=O)[nH]c(=O)c2c(C(=O)OCC)cc(-c3ccc(OC(F)F)cc3)nc21
→ 2%	-13%	-2%	?	3%	3%	-13%
43) COc1ccc(NC(=O)c2c(C)noc2C(C)C)cc1S(=O)(=O)N1CCCCC1
→ 0%	-9%	6%	-14	.	-5%	-1%
44) Cc1sc2nc[nH]c(=O)c2c1-c1ccc(F)cc1
→ 1%	-4%	0%	?	0%	7%	-10%
45) CCOC(=O)C1CCN(CC(=O)N2CCc3ccccc32)CC1
→ -7%	14%	2%	-10	1%	22%	-16%
46) CCSc1ccccc1C(=O)N1CCN(c2nc3ccccc3s2)CC1
→ -3%	-2%	.	-67*	.	.	.
47) COc1cccc(NC(=O)CSc2nnc(Cc3ccc(C)cc3)c(=O)n2N)c1
→ -19%	3%	35%[activator]	?	.	?	?
48) Cc1ccccc1OCC(=O)OCc1cc(=O)n2nc(C3CCCCC3)sc2n1
→ 10%	0%	.	4	.	.	.
49) CN(C)CCCOc1ccc(-c2ccc3nccn3c2)cn1
→ .	-7%	-14%	16	.	.	.
50) CC(=O)c1cnc(-c2ccccn2)s1
→ ?	-11%	111%[activator]	81	-3%	3%	-26%
51) COc1ccc(CCNC(=O)CS(=O)(=O)Cc2nc(-c3ccc(C)cc3)oc2C)cc1OC
→ -3%	-20%	-4%	-11	-1%	-21%	96%[activator]
52) COc1cc(/C=C/C(=O)N2CCN(C)CC2)cc(S(=O)(=O)N2CCc3ccccc32)c1OC
→ 4%	-1%	-4%	-4	-1%	8%	100%[activator]
53) COc1ccc(CCNC(=O)CCCn2c(=S)[nH]c3ccsc3c2=O)cc1OC
→ .	?	146%[activator]	?	.	.	.
54) O=S(=O)(Nc1nc2cc3c(cc2nc1Cl)OCCO3)c1ccccc1
→ -1%	?	?	62	1%	-11%	-25%
55) CCOC(=O)c1c(C)c(C(=O)NCc2cccnc2)c(C)n1C
→ 5%	-24%	-1%	-36	3%	-8%	-12%
56) CCc1nc2c(OCc3ccc(F)c(F)c3)cccn2c1N(C)C(=O)c1ccncc1
→ .	2%	0%	7	.	.	.
57) O=C(CC1N=C2c3ccccc3N=C(SCc3cccc(Cl)c3)N2C1=O)NC1CCCCC1 (stereo not drawn)
→ 10%	-4%	.	-14	.	.	.
58) C=CCn1c(-c2ccccc2)c[nH]c1=S
→ 0%	?	28%	99	13µM*	14%	-18%
59) COc1cccc(CNC(=O)CCn2cccn2)c1
→ 16%	-1%	.	14	.	.	.
60) Cc1sc2ncnc(SCC#N)c2c1C
→ ?	1%	3%	-18	-2%	-6%	212%[activator]

An excerpt from the list above, as a working copy:
Values run as follows: AmpC detergent	TbPYK inhibitor	AMA1 RON2 block	HCMV inh	LmPK inhibitor	HCV inh	AmpC inh no detg
58) C=CCn1c(-c2ccccc2)c[nH]c1=S
→ 0%	?	28%	99	13µM*	14%	-18%
59) COc1cccc(CNC(=O)CCn2cccn2)c1
→ 16%	-1%	.	14	.	.	.
60) Cc1sc2ncnc(SCC#N)c2c1C
→ ?	1%	3%	-18	-2%	-6%	212%[activator]

Going on with the list:
Values run as follows: AmpC detergent	TbPYK inhibitor	AMA1 RON2 block	HCMV inh	LmPK inhibitor	HCV inh	AmpC inh no detg
61) COc1ccc(CCNC(=O)C2CC2)cc1OC
→ -10%	6%	0%	8	0%	2%	-1%
62) Cc1nc2nc(SCC(=O)NC3CCC(C)CC3)nn2c(C)c1Cc1ccccc1Cl (stereo not drawn)
→ 5%	-3%	.	-21	.	.	.
63) CCOC(C(=O)OCC(O)CN(CC)CC)(c1ccccc1)c1ccccc1 (stereo not drawn)
→ -7%	2%	-14%	-9	1%	-7%	52%
64) Cc1ccc(S(=O)(=O)N2CC(O)C[C@H]2C(=O)OCC(=O)Nc2ccc(N3CCCCC3)cc2)cc1C (stereo partly drawn)
→ -12%	1%	?	13	.	24%	217%[activator]
65) CC(=O)Nc1ccc(C(=O)COC(=O)c2c(C)noc2C)c(F)c1
→ -4%	2%	-18%	-36	.	-13%	-14%
66) O=C(CSc1nc2c([nH]c3ccccc32)c(=O)n1-c1ccc(F)cc1)Nc1ccc2c(c1)OCO2
→ -1%	-3%	.	4	.	.	.
67) C=CCN1C(=O)c2cccc3c(N4CCCCC4)ccc(c23)C1=O
→ 6%	-8%	40%[activator]	27	1%	0%	-26%
68) O=C(Nc1ccc(F)cc1)N1CCC(c2nc3c(nnn3Cc3ccccc3Cl)c(=O)[nH]2)CC1
→ 2%	1%	-1%	1	1%	-3%	13%
